AI-2 QS mod – modulates the Vibrio harveyi AI-2 quorum sensing system; AID 2094; Vibrio harveyi JMH597 AI-2 luminescence/OD600 ratio, 9 h; hits give low values; strain lacks LuxN and CqsS sensors; 0 = neutral-control median; hit rate 0.4% among 300,000; activity change, % at 7.5 µM; in the data active means activity change below about -75%, passing the limit was not always enough; inconclusive means no clear call, values can overlap the other calls;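 further: luminescence divided by OD600 gain over 9 h not by final OD600 alone; inactives centre near 13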
HSP90 inh – inhibitors of HSP90 luciferase refolding in rabbit reticulocyte lysate; hit rate 0.91% among 290,000; inhibition, % at 5.6 µM; luciferase refolding luminescence, 3 h; AID 1789;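 active means inhibition above the screen-wide mean plus 3 SD, computed separately per campaign, cut at about 16% in these data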;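 further: 0% = DMSO wells and 100% = 60 µM geldanamycin wells; inhibitors lower the luminescence because luciferase stays unfolded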
HSF1 inh – HSF1 inhibition; NIH3T3-HGL HSE-luciferase, MG132-induced, luminescence 8 h; hits give low values; activity change, negative = inhibition, % at 7.5 µM (by protocol); hit rate 0.77% among 300,000;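 active means more than half of replicate wells show activity change below -50%, luminescence cut by over half; inconclusive means some wells, but at most half, below -50%; inactive means no replicate well below -50%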;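 further: luciferase reports HSF-1 transcriptional activity via heat shock element; 0% = median of DMSO wells and -100% = zero luminescence signal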
Platelet DG rel – platelet dense granule release activity; inhibition, %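 (compounds screened at 7.5 µM in platelet-rich plasma)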; human platelet-rich plasma, SFLLRN dense granule ATP release, luminescence; hit rate 0.22% among 300,000;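 active means mean replicate score, as percent of positive control, at or above 50; inconclusive means mean below 50 but at least one replicate at or above 50; inactive means mean and every replicate below 50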
SKKanGAS inh – SKKanGAS growth inhibition | inhibition, % at 7.5 µM | S. pyogenes SKKanGAS, kanamycin growth, BacTiter-Glo, 6 h | hit rate 1.3% among 300,000 | AID 1662;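 active means mean replicate score, as percent of positive control median, at least 50; inconclusive means mean below 50 but one replicate at or above 50; inactive means mean and every replicate below 50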;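 further: strain carries kanamycin resistance gene driven by streptokinase promoter and grows in 40 µg/ml kanamycin; loss of luminescence reflects streptokinase promoter inhibition or plain growth inhibition; 0% = median of DMSO wells and 100% = positive control at its reference dose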
aSyn 5UTR inh – 5' untranslated region of α-synuclein, MLPCN primary screen | hit rate 0.82% among 300,000 | alpha-synuclein 5'UTR reporter, inhibitor activity | inhibition, % (tested at 7.5 µM) | AID 1813; in the data active means inhibition above about 60%; inconclusive means no clear call, values can overlap the other calls;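 further: H4 neuroglioblastoma cells stably carrying SNCA 5'UTR luciferase fusion; 0% = DMSO wells and 100% = positive control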
KLF5 inh – kruppel-like factor 5 inhibition; DLD-1 KLF5 promoter-luciferase reporter, luminescence; inhibition, % at 5 µM; hit rate 0.23% among 290,000;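 active means inhibition above a per-plate limit of that plate's mean compound inhibition plus 3 SD, cut at about 60% in these data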;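 further: 0% = DMSO wells and 100% = LY294002 at 200 µM; higher means less KLF5 promoter-driven luciferase light; inactives centre near -14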
HSF-1 act – increases HSF-1 driven luciferase reporter signal. NIH3T3-HGL HSF-1 luciferase reporter, MG132, 8 h; 100% = twice DMSO control signal. activation, % at 9 µM. hit rate 1.7% among 300,000. AID 504408;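 active means mean replicate activation of at least 50% with a set share of replicates each reaching 50%; inconclusive means only one of those two conditions met; inactive means mean below 50% and too few replicates reaching it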;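 further: 0% = median of the neutral control wells and 100% = twice that signal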
IEC-6 tox – kills IEC-6 intestinal cells in KLF5 counter-screen. IEC-6 cytotoxicity, luminescence viability. inhibition, % at 5 µM. hit rate 0.78% among 290,000. AID 1825; in the data active means inhibition above about 22%;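 further: 0% = plate median of test compound wells and 100% = cytotoxic reference compound wells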
HIF act – HIF pathway transcriptional activation; activation, % at 7.5 µM (by protocol); AID 1910; hit rate 0.32% among 300,000; U2OS HRE-luciferase reporter, luminescence; normalized: DMSO 0%, desferrioxamine 100%;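 active means mean activation of at least 10% of the iron chelator positive control signal, with at least half of replicates also reaching 10%; inconclusive means mean and replicate majority disagree about reaching 10%; inactive means mean and most replicates under 10%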
Starred values were filed as active, the others as inactive; ? = inconclusive; · = no result given.

SMILES	AI-2 QS mod	HSP90 inh	HSF1 inh	Platelet DG rel	SKKanGAS inh	aSyn 5UTR inh	KLF5 inh	HSF-1 act	IEC-6 tox	HIF act
COc1cc(C2C(C(=O)c3ccco3)=C(O)C(=O)N2Cc2cccnc2)cc(OC)c1OC (centres undefined)	24	1	-7	-7	-3	-10	-14	10	-1	0.6
O=C(Nc1cccc(S(=O)(=O)N2CCCC2)c1)c1cccnc1	0	1	-1	-1	-2	1	-9	-2	-2	0.4
O=C(COC(=O)CCCNC(=O)c1ccc(Cl)cc1)Nc1ccc(Br)cc1	5	-5	3	-11	-2	6	-25	-15	0	-0.1
CC(C)CCNC(=O)CN(CC1CCCO1)C(=O)CCC(=O)Nc1nccs1 (centres undefined)	12	1	·	·	2	·	-14	·	-4	·
O=C1CCCC2=C1C(c1ccc(OS(=O)(=O)c3ccc(Cl)cc3)cc1)C1=C(CCCC1=O)O2	23	0	13	4	2	7	-21	16	-6	-0.2
COc1ccc2c(c1)CCC/C2=N\OC(=O)c1ccccc1F	32	-2	-4	-5	1	-12	-2	-6	-7	0.3
Nc1sc2c(c1C(=O)NC1CCS(=O)(=O)C1)CCC2 (centres undefined)	1	1	5	·	-1	-2	-10	29	0	0.0
COc1ccc(NC(=O)CN(C)C(=O)c2ccc(NS(=O)(=O)c3ccc(F)cc3)cc2)cc1	20	·	-2	6	-4	-2	·	-15	·	-0.1
O=c1c2ccccc2nc2n1CCS2	19	5	3	8	5	5	-2	16	0	-0.2
COc1ccc(OC)c(C(C)NC(=S)NC2CCCCC2)c1 (centres undefined)	20	-1	1	-20	-13	25	-29	36	-6	-0.7
COc1ccc(CCNC(=O)c2ccc(=O)[nH]c2)cc1	26	-4	-6	3	-4	-12	2	4	-2	-0.5
Cc1cc(C)c2c(=O)n(CC(=O)N3CCC(N4CCCCC4)CC3)sc2n1	20	3	3	-1	1	25	-6	12	3	-0.2
COc1ccc(NC(=O)CSc2nccn2-c2ccccc2)cc1	6	1	7	-2	-5	-57	-68	-3	-3	0.8
O=C(COC(=O)c1c(F)cccc1F)c1ccc[nH]1	30	-3	10	9	2	-19	-30	22	-3	0.5
O=C(NCc1cccnc1)c1ccc(CS(=O)(=O)c2ccc(Cl)cc2)o1	29	-2	0	1	-5	18	-12	-3	-3	-0.3
Cn1nc(C(=O)N2CCCCC2)c2c1-c1ccccc1S(=O)(=O)C2	·	-2	-7	13	-1	15	-1	-16	11	0.2
CC1CCCC(NC(=O)COC(=O)c2ccc(S(=O)(=O)N3CCOCC3)cc2)C1C (centres undefined)	18	0	-2	5	-3	-5	-35	-1	-7	-0.1
COc1ccccc1NC(=O)CNC(=O)Cn1c(C)cc2ccccc2c1=O	20	0	9	-7	-10	18	-29	26	-1	-0.1
CCOC(=O)C1CCCN(C2CC(=O)N(c3ccc(C)cc3)C2=O)C1 (centres undefined)	14	7	-11	5	14	19	0	7	3	-0.3
CCCCn1c(-c2nn(C)c(C)c2Cl)n[nH]c1=S	-10	0	-5	2	0	8	-11	-17	4	0.1
CCOC(=O)c1nnn(-c2nonc2N)c1COc1cc(C)c(Cl)c(C)c1	5	0	0	-2	-3	23	-33	6	0	-1.1
Cc1ccc(-c2nc(C)sc2CC(=O)Nc2nnc(C)s2)cc1	13	-2	5	1	3	14	-19	8	0	-0.6
COc1ccccc1NC(=O)CSc1nnc(Cn2nnc(-c3ccccc3)n2)n1-c1ccccc1	13	3	12	5	-2	32	3	24	1	-0.1
CC(=O)Nc1nonc1NC(=O)c1ccc(F)cc1	1	6	-6	-1	-2	-8	-5	-4	2	0.4
COCc1nc2ccccc2n1CCc1ccccc1	8	4	-3	-3	6	5	-21	-5	-1	-0.6

Only HSF1 inh, for some of the entries so far:
Molecule	HSF1 inh
COc1ccc(CCNC(=O)c2ccc(=O)[nH]c2)cc1	-6
COCc1nc2ccccc2n1CCc1ccccc1	-3

Remaining list, next part:
SMILES	AI-2 QS mod	HSP90 inh	HSF1 inh	Platelet DG rel	SKKanGAS inh	aSyn 5UTR inh	KLF5 inh	HSF-1 act	IEC-6 tox	HIF act
Cc1cc(C)cc(C(=O)NCC(=O)OCc2c(C)noc2C)c1	16	-2	1	-5	2	10	2	-5	6	-0.4
CCN(CC)S(=O)(=O)c1ccc(O)c(NC(=O)CN2CCc3ccccc3C2)c1	26	5	0	-1	-19	19	5	1	3	-1.0
COC(=O)CCCC1=CC2=CC(=O)C(C)(O)C(=O)C2=CO1 (centres undefined)	35	·	-8	0	1	34	·	-20	·	-0.1
COCc1cc(C)nc(SCC(=O)Nc2nc(C)cs2)c1C#N	41	5	-6	-2	3	?	-59	-8	4	-0.5
COc1cc(C(=O)Nc2ccc(C)c(S(=O)(=O)N(C)C)c2)ccc1OCC(=O)N1CCOCC1	·	·	-2	-5	-6	-11	·	0	·	0.6
CCCCCCNC(=O)c1cn(CC)c2cc(N3CCN(C)CC3)c(F)cc2c1=O	-10	0	4	-3	-1	-17	-44	-11	4	-1.2
C/C(=N\NC(=O)COc1c(C)cccc1C)c1cccs1	9	10	1	-1	-8	-39	-11	-3	-7	1.6
COc1ccc(CN(C)S(=O)(=O)c2ccc3c(c2)OCCO3)cc1	21	0	-1	-6	51*	-12	0	-4	1	0.3
Cc1ccc(-n2c(N)cc(=O)nc2SCC(=O)N2CCN(c3ccccc3)CC2)cc1C	5	-1	3	-10	30	11	-10	4	-3	0.3
COc1cccc(CN2C(=O)CCC2(C)C(=O)NC2CCCC2)c1 (centres undefined)	21	10	-2	1	-6	-8	-3	3	4	-0.4
COC(=O)Cc1[nH]nc2c1C(c1cc(OC)c(OC)c(OC)c1)C(C#N)=C(N)O2 (centres undefined)	16	-3	-10	14	-3	0	-10	-13	-8	-0.2
O=C(c1cc(-c2cccc(O)c2)on1)N1CCCCCC1	-5	4	8	-10	-3	-119	-141	-2	0	1.7
COc1cc2c(cc1NC(=O)C(C)Sc1nc3ccccc3n1C)oc1ccccc12 (centres undefined)	5	1	-4	14	2	-20	-4	0	8	0.7
Cc1cc(S(=O)(=O)N2CCCC(N(C)CCc3ccccn3)C2)c(C)cc1Cl (centres undefined)	28	9	9	-9	-3	34	-34	-3	1	-0.6
O=C(CN(Cc1ccco1)C(=O)Cn1nnc(-c2cccs2)n1)NCc1ccccc1	3	-4	-4	-6	5	10	-34	-3	-10	·
CCNc1ccc(C(=O)OCC(=O)c2cc(C)n(Cc3ccc4c(c3)OCO4)c2C)cc1[N+](=O)[O-]	23	2	-3	-3	-3	26	-5	-3	2	-0.5
CCOCCCN(Cc1cc2cc(C)cc(C)c2[nH]c1=O)C(=O)N(CC)CC	13	-1	-30	10	-6	-4	-7	-35	0	0.1
CC(CNc1ccccc1O)C(=O)O (centres undefined)	20	-3	-2	-12	1	12	-1	-4	0	0.4
C=CCN1C(=O)C2C(C(=O)NC3CCCCC3)C3C=CC2(O3)C1C(=O)NC1CCCC1 (centres undefined)	0	-1	-1	-4	-10	-6	-6	15	4	-0.7
Cc1ccc(CNC(=O)C2CC(c3cccc(F)c3)=NO2)cc1 (centres undefined)	-15	·	-8	-4	2	-2	·	-16	·	0.6
CC(=O)N=c1cccc(NC(C)=O)n1O	17	-2	-3	-7	3	10	0	9	4	·
CC1CCC/C(=C\Nc2ccc(C(=O)O)cc2)C1=O (centres undefined)	14	37*	-9	21	1	-121	-21	-22	-4	1.5
O=C(NCCN1CCOCC1)c1cccc(S(=O)(=O)N2CCCCCC2)c1	-1	-3	-32	0	4	7	-4	-49	-6	0.5

Quoted from the listing:
Entry of Cc1cc(S(=O)(=O)N2CCCC(N(C)CCc3ccccn3)C2)c(C)cc1Cl (centres undefined) under Platelet DG rel: -9
Entry of COc1ccc(CN(C)S(=O)(=O)c2ccc3c(c2)OCCO3)cc1 under HIF act: 0.3
Entry of C/C(=N\NC(=O)COc1c(C)cccc1C)c1cccs1 under HSF-1 act: -3
Entry of Cc1ccc(-n2c(N)cc(=O)nc2SCC(=O)N2CCN(c3ccccc3)CC2)cc1C under HSF1 inh: 3
Entry of O=C(c1cc(-c2cccc(O)c2)on1)N1CCCCCC1 under Platelet DG rel: -10
Entry of COCc1cc(C)nc(SCC(=O)Nc2nc(C)cs2)c1C#N under KLF5 inh: -59

Structural class, the compounds so far containing a thiophene ring, fused or not (three)
SMILES	AI-2 QS mod	HSP90 inh	HSF1 inh	Platelet DG rel	SKKanGAS inh	aSyn 5UTR inh	KLF5 inh	HSF-1 act	IEC-6 tox	HIF act
Nc1sc2c(c1C(=O)NC1CCS(=O)(=O)C1)CCC2 (centres undefined)	1	1	5	·	-1	-2	-10	29	0	0.0
C/C(=N\NC(=O)COc1c(C)cccc1C)c1cccs1	9	10	1	-1	-8	-39	-11	-3	-7	1.6
O=C(CN(Cc1ccco1)C(=O)Cn1nnc(-c2cccs2)n1)NCc1ccccc1	3	-4	-4	-6	5	10	-34	-3	-10	·

Screening results as filed in PubChem BioAssay.
